PLC-gamma1 inh: blocks human PLC-gamma1 enzyme activity. actives 0.84% (n = 370,000). purified PLC-gamma1, fluorogenic substrate, fluorescence. inhibition, % at 12.2 µM; in the data active means inhibition above about 9.5%
Target sequence (P19174 whole entry, looked up): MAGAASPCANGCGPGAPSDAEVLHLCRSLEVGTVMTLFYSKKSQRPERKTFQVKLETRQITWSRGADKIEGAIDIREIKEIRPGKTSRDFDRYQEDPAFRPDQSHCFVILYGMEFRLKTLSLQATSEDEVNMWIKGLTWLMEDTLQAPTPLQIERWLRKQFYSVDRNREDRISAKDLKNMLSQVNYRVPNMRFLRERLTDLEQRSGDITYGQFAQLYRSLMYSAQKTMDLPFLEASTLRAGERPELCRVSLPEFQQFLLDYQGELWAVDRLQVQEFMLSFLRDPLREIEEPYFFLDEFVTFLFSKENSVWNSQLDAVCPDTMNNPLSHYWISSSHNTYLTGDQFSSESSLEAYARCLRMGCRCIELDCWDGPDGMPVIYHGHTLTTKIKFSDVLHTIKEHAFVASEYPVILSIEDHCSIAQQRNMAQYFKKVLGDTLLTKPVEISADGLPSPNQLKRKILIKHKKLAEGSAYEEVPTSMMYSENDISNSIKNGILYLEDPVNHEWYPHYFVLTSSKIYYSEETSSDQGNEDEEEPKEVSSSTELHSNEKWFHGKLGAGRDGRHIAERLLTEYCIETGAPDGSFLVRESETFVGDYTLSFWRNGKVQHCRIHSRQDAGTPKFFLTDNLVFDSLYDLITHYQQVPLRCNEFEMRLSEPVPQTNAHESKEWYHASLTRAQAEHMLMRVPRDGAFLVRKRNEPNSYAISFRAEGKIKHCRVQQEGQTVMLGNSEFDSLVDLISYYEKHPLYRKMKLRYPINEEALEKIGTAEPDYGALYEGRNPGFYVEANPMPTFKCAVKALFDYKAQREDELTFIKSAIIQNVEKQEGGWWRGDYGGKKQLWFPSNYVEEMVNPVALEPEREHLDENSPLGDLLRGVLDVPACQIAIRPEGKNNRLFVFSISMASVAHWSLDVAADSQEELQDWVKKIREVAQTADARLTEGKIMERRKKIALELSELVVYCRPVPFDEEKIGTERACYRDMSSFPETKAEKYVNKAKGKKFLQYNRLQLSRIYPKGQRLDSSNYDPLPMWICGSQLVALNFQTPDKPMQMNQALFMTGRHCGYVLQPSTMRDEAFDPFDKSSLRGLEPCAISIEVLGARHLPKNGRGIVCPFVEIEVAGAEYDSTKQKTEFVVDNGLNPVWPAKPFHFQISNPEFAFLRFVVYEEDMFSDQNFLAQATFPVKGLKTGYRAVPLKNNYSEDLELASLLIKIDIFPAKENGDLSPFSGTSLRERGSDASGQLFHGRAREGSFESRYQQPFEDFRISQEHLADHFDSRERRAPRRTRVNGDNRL
DDE Tn6 FP inh: disrupts Tn6 cyclic peptide binding to fibrin D-Dimer-E complex; AID 720509; Fibrin DD(E) TRITC-Tn6 fluorescence polarization displacement; inhibition, % at 8.3 µM; P02675; actives 0.21% (n = 370,000);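 active means inhibition above a per-campaign cutoff: mean of compounds within control limits plus 3 SD, cut at about 15% in these data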;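 further: 0% = median of all compound wells on the plate and 100% = blocking peptide control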
TDP2 absorb: blocks human TDP2 phosphodiesterase activity; O95551; recombinant TDP2, T5PNP hydrolysis, p-nitrophenol absorbance 415 nm; inhibition, % at 12.8 µM; actives 0.34% (n = 370,000); AID 720702;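 active means inhibition above the mean of all tested compounds plus 3 SD, set per campaign, cut at about 25% in these data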;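 further: 0% = DMSO with enzyme and 100% = buffer with substrate but no TDP2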
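Test system: Human TDP2 enzyme | Reagent: 5 mM T5PNP | Compound dosing: 12.8 µM single point, 1% DMSO | Incubation: Enzyme reaction with compound for 2 h at 37 °C | Technique: p-Nitrophenol epi absorbance | Read-out: % inhibition relative to enzyme-containing and enzyme-free wells | Benchmarks: High control without enzyme, low control DMSO plus TDP2 | Replicates: Singlicate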
Tn7 DDE FP: DD(E)-Tn7 binding inhibition, primary FP screen; P02675; FP displacement of FITC-Tn7 peptide from fibrin DD(E); 0% = median of compound wells per plate; inhibition, % at 8.3 µM; actives 0.13% (n = 370,000); AID 720508;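 active means inhibition above the mean of compounds falling within the control limits plus 3 SD of them, cut at about 14% in these data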;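 further: 0% = plate median of compound wells and 100% = 10 µM Aha-Tn7 peptide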
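Assay system: Fibrin-DD(E) protein isolated from polymerized human fibrin clots; read-out basis: percent inhibition; medium: Tris/NaCl/CaCl2 buffer, pH 7.8; signal: FP measurement; incubation: 10 min plus 3 h, room temperature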
ASAP1 inh: ASAP1 ArfGAP inhibition | Q9ULH1 | ASAP1-stimulated ARF1 GTP hydrolysis, GDP FP detection | inhibition, % at 16.5 µM | actives 0.19% (n = 360,000); in the data active means inhibition above about 25%;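 further: 0% = vehicle with enzyme and substrate and 100% = no enzyme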
ARFGAP1 inh: rat ARFGAP1 inhibition; Arfgap1-stimulated ARF1 GTP hydrolysis, GDP FP detection; inhibition, % at 16.5 µM; actives 0.26% (n = 360,000); AID 651572;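 active means inhibition above a per-plate limit, mean inhibition of low control wells plus 3 SD, cut at about 25% in these data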;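 further: 0% = DMSO wells with enzyme and 100% = wells lacking Arfgap1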
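Assay system: purified rat His6-Arfgap1 residues 1-136 (GAP domain); Reagent: human Δ17 ARF1 bound to GTP; Dosing: 16.5 µM single point, 1.26% DMSO; Times: GTP hydrolysis reaction 2 h at 25 °C; Signal: FP, GDP Alexa 633 tracer displaced from anti-GDP antibody, 620/688 nm; Measure: % inhibition from polarization.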
ADAM17 inh: ADAM17 inhibition, QFRET primary screen. recombinant ADAM17, EDANS/DABCYL FRET peptide cleavage. inhibition, % at 6.95 µM. actives 0.83% (n = 370,000). AID 720648;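 active means inhibition above the mean of compounds lying between control limits plus 3 SD, set per campaign, cut at about 8.5% in these data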;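 further: 0% = DMSO-only wells as the low control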
LEDGF integ inh: blocks HIV-1 LEDGF/p75-dependent DNA integration; TR-FRET IN-LEDGF/p75 DNA integration, Eu/Cy5; inhibition, % at 3.7 µM; actives 0.64% (n = 370,000);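 active means inhibition above the screen-wide mean plus 3 SD, cut at about 13% in these data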;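 further: signal is the Cy5 over europium emission ratio at 671 and 618 nm; 0% = plate median of compound wells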
ADAM10 inh: ADAM10 inhibition, QFRET primary screen; O14672; recombinant ADAM10, EDANS/DABCYL FRET peptide cleavage, 3 h; inhibition, % at 7 µM; actives 0.62% (n = 370,000);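 active means inhibition above a per-campaign cutoff equal to the mean of compounds falling between control-based bounds plus 3 SD, cut at about 20% in these data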;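 further: 0% = DMSO wells while the 100% control is not disclosed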
KLK7 zymogen act: proKLK7 (human) activation, primary screen; activation, % at 7 µM; purified proKLK7, EDANS-DABCYL substrate fluorescence; 100% is mature enzyme control, 0% vehicle; actives 0.9% (n = 370,000); AID 652039;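 active means activation above the mean of all tested compounds plus 3 SD, computed per campaign excluding outliers beyond control limits, cut at about 13% in these data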
* hit, by the source's call; i = inactive.

SMILES	PLC-gamma1 inh	DDE Tn6 FP inh	TDP2 absorb	Tn7 DDE FP	ASAP1 inh	ARFGAP1 inh	ADAM17 inh	LEDGF integ inh	ADAM10 inh	KLK7 zymogen act
COc1ccc(C(=O)c2ccc(OC)c(OC)c2)cc1	-1	-1	-2	2	1	6	1	7	3	-0.4
CN(CCC#N)C(=O)COC(=O)c1ccc(Cl)c(S(=O)(=O)N(C)c2ccccc2)c1	0	2	12	-4	-4	3	-3	-1	-7	0.3
Cc1ccc(CNC(=O)COC(=O)C2CC2)cc1	0	1	1	-3	-3	0	2	0	0	0.6
CNC[C@H]1Oc2c(NC(=O)c3ccc(-c4nccs4)cc3)cccc2C(=O)N([C@@H](C)CO)C[C@@H]1C	-5	2	2	9	7	-2	-4	-2	-2	0.6
O=C(Nc1nc(-c2ccc3ccccc3c2)cs1)C1CCN(S(=O)(=O)c2cccs2)CC1	2	1	5	-4	5	-3	2	-2	-1	0.7
Cc1[nH]ccc(=O)c1OCc1c(Cl)cccc1Cl	4	3	10	-3	-5	-5	-2	-3	-4	0.3
COC(=O)c1[nH]c2c(c1C)C(=O)CC(c1cc(OC)c(OC)c(OC)c1)C2 (centres undefined)	0	-1	4	1	3	2	1	4	0	0.2
C=CCNC(=S)Nc1sc2c(c1C(=O)OCC)CC(C(C)C)OC2 (centres undefined)	0	-3	1	-5	-3	-3	-5	-5	-2	-0.4
Cn1nc(C(F)(F)F)c(-c2ccccc2)c1NC(=O)CSCC(=O)O	0	-1	1	-7	-2	1	-1	2	-7	-0.2
O=[N+]([O-])c1cc2c(c(CSc3nnnn3-c3ccc(O)cc3)c1)OCOC2	1	3	1	-3	6	1	1	0	7	0.6
CC(C)c1nc(CNC(=O)c2ccc(OC3CCN(Cc4ccccn4)CC3)cc2)cs1	2	0	-7	-2	-3	-1	1	4	-2	-0.4
O=C(Nc1cccc(-c2ccc(N3CCCCC3)nn2)c1)c1ccco1	-23	-4	9	3	-2	0	-8	-3	-14	-0.4
COc1ccc(NC(=O)n2ncc3c(C)cccc32)cc1OC	8	-1	-12	7	-10	-10	3	3	6	0.2
CCCCN1Cc2ccccc2Oc2cc(Br)ccc2S1(=O)=O	5	2	-13	-1	-16	-2	7	7	13	1.0
Cc1c(Cl)c([N+](=O)[O-])nn1Cc1ccc(C(=O)N/N=C\c2cccc(Br)c2)o1	2	-13	8	-4	7	7	1	0	6	0.0
Cc1c(C)c2cc(Cl)c(OCc3nn[nH]n3)cc2oc1=O	-78	-1	1	-4	-15	3	-132	-1	-391	0.5
O=C(COC(=O)Cc1n[nH]c(=O)c2ccccc12)Nc1ncc(Cl)cc1Cl	-4	-4	0	2	-5	1	-2	9	0	-0.3
O=S(=O)(c1ccc(NCCOc2ccccc2)nc1)N1CCCC1	-1	3	2	1	5	-2	-4	0	-18	0.4
Cc1ccc(S(=O)(=O)N(Cc2ccc(Cl)cc2)c2ccccc2C(=O)O)cc1	3	2	-5	-2	-12	15	1	5	6	0.2
O=C(Cn1c(=O)c2sccc2n(Cc2cccc([N+](=O)[O-])c2)c1=O)NCCc1ccccc1	2	-8	13	-5	7	2	-1	0	-5	0.2
CCN(CC(=O)Nc1cc(Cl)ccc1C)C(=O)c1nc2nc(C)cc(C)n2n1	1	4	3	5	-11	2	-8	-3	-7	-0.1
CN(C)c1ccc(-c2csc(C(O)(c3ccccc3)C(F)(F)F)n2)cc1 (centres undefined)	-8	0	-7	5	13	9	-1	-2	-1	-0.2
CC(C)c1nnc(SCC(=O)NCc2ccc3c(c2)OCO3)n1C	2	-7	-3	-12	6	15	0	0	-3	-0.4
CCc1nc(N)nc(N)c1-c1ccc(Cl)cc1	-1	0	5	-5	-6	6	-8	-5	-6	-0.8
Cn1c(CSc2ncccn2)nnc1SCC(=O)N1CCCCCC1	-1	-6	8	5	-5	-12	-5	-2	1	-0.3

Part of the list above, with values under each structure.
Every second line gives: PLC-gamma1 inh, DDE Tn6 FP inh, TDP2 absorb, Tn7 DDE FP, ASAP1 inh, ARFGAP1 inh, ADAM17 inh, LEDGF integ inh, ADAM10 inh, KLK7 zymogen act
- COc1ccc(C(=O)c2ccc(OC)c(OC)c2)cc1
    -1, -1, -2, 2, 1, 6, 1, 7, 3, -0.4
- CN(CCC#N)C(=O)COC(=O)c1ccc(Cl)c(S(=O)(=O)N(C)c2ccccc2)c1
    0, 2, 12, -4, -4, 3, -3, -1, -7, 0.3
- Cc1ccc(CNC(=O)COC(=O)C2CC2)cc1
    0, 1, 1, -3, -3, 0, 2, 0, 0, 0.6
- CNC[C@H]1Oc2c(NC(=O)c3ccc(-c4nccs4)cc3)cccc2C(=O)N([C@@H](C)CO)C[C@@H]1C
    -5, 2, 2, 9, 7, -2, -4, -2, -2, 0.6
- O=C(Nc1nc(-c2ccc3ccccc3c2)cs1)C1CCN(S(=O)(=O)c2cccs2)CC1
    2, 1, 5, -4, 5, -3, 2, -2, -1, 0.7
- Cc1[nH]ccc(=O)c1OCc1c(Cl)cccc1Cl
    4, 3, 10, -3, -5, -5, -2, -3, -4, 0.3
- COC(=O)c1[nH]c2c(c1C)C(=O)CC(c1cc(OC)c(OC)c(OC)c1)C2 (centres undefined)
    0, -1, 4, 1, 3, 2, 1, 4, 0, 0.2
- C=CCNC(=S)Nc1sc2c(c1C(=O)OCC)CC(C(C)C)OC2 (centres undefined)
    0, -3, 1, -5, -3, -3, -5, -5, -2, -0.4
- Cn1nc(C(F)(F)F)c(-c2ccccc2)c1NC(=O)CSCC(=O)O
    0, -1, 1, -7, -2, 1, -1, 2, -7, -0.2
- O=[N+]([O-])c1cc2c(c(CSc3nnnn3-c3ccc(O)cc3)c1)OCOC2
    1, 3, 1, -3, 6, 1, 1, 0, 7, 0.6
- CC(C)c1nc(CNC(=O)c2ccc(OC3CCN(Cc4ccccn4)CC3)cc2)cs1
    2, 0, -7, -2, -3, -1, 1, 4, -2, -0.4

Later entries.
SMILES	PLC-gamma1 inh	DDE Tn6 FP inh	TDP2 absorb	Tn7 DDE FP	ASAP1 inh	ARFGAP1 inh	ADAM17 inh	LEDGF integ inh	ADAM10 inh	KLK7 zymogen act
CN(C)CCCNC(=O)c1cc(C(=O)c2ccc(F)cc2)c[nH]1	2	3	3	-8	9	0	-1	0	0	-0.5
CCc1ccc(S(=O)(=O)Nc2ccccn2)cc1	-3	-4	-1	1	-6	2	-4	2	-10	0.6
Cc1ccccc1C1CCCN(C(=O)c2cc(COc3c(F)cccc3F)on2)C1 (centres undefined)	0	-1	-10	0	-2	-7	4	-6	7	0.3
COc1cc2c(c(OC)c1)C(c1cccc(OC)c1OC)CC(=O)N2 (centres undefined)	-2	-2	-8	3	5	-3	-2	17*	-3	-0.6
O=C(/C=C/c1cc([N+](=O)[O-])ccc1OC(F)F)Nc1cccc(OC(F)F)c1	0	5	-1	2	-6	5	3	-6	6	-0.1
COCCCN(C(=O)CSCC(=O)Nc1ccc(C)cc1)c1c(N)n(Cc2ccccc2)c(=O)[nH]c1=O	-4	2	6	1	14	-3	-9	0	-10	-0.2
CCN(CC)CCN(C(=O)c1cccc([N+](=O)[O-])c1)c1nc2ccc(OC)cc2s1	1	6	-10	-1	3	12	-4	-8	1	0.1
CC1CCN(CC(O)COCCOc2ccc(Br)cc2)CC1 (centres undefined)	-1	-6	3	-2	2	-9	1	-3	1	-0.3
COc1ccc(O)c(C(=O)CC(=O)c2cccnc2)c1	i	2	-13	-9	-27	9	-336	-2	i	55*
O=[N+]([O-])c1cc(/C=N/O)ccc1Oc1ccccc1Cl	-2	-3	3	0	17	5	3	2	4	-0.3
C=CCn1c(C)cc(C(=O)CSc2nc(N)cc(N)n2)c1C	-2	-5	-4	-1	2	3	1	-1	-6	-0.3
CCOc1ccc(C)cc1S(=O)(=O)NC1CCCCCC1	4	2	-17	-3	0	3	-3	4	0	0.3
CC1=C(C)CC(C(=O)NCc2ccc3c(c2)OCO3)C(C(=O)O)C1 (centres undefined)	-1	-6	-3	-1	2	-5	-1	1	1	0.5
CC1CN(C(=O)c2ccccc2NS(=O)(=O)c2cccc([N+](=O)[O-])c2)CC(C)O1 (centres undefined)	4	2	-5	-1	-9	-2	-1	0	8	-0.1
CC1CCCCN1Cc1c(O)ccc2c(=O)c(-c3nc4ccccc4s3)coc12 (centres undefined)	-52	-18	-7	8	2	3	-7	2	-6	0.0
CC(C)Oc1ccc(C(=O)N2CCCC2C(=O)O)cc1 (centres undefined)	0	4	-10	-2	-7	4	-4	-5	-1	0.2
COc1cccc(NC(=O)CSc2nnc(COc3ccc4c(c3)CCCC4)o2)c1	0	4	10	7	-11	10	-5	-2	5	-0.7
CSc1nc(N)c(C(=O)N(c2ccccc2)c2ccccc2)s1	-2	6	9	5	-2	2	-3	-7	-15	0.2
CC(C(=O)NC1(C#N)CCCCC1)N(C)CC(=O)Nc1ccc(Cl)c(Cl)c1 (centres undefined)	-40	7	-2	2	0	-7	-2	-3	1	0.2
COc1ccccc1N1CCN(C(=O)CC(NC(=O)c2ccccc2Cl)c2ccccc2)CC1 (centres undefined)	-2	-1	9	1	1	-2	-3	-1	-1	0.5
O=C(O)C1CCCCC1C(=O)Nc1ccc(S(=O)(=O)N2CCCCCC2)cc1 (centres undefined)	3	3	9	8	3	-18	1	3	-3	0.0
O=C(OCc1ccc([N+](=O)[O-])cc1)c1ccc2ccccc2n1	2	-3	13	4	-4	2	-3	-5	-1	0.8
CCP(=O)(CC)C(C)(C)CP(=O)(c1ccccc1)c1ccccc1	1	-4	5	1	1	-6	-3	-1	1	-0.7
COCCCNC(=O)CN1C(=O)/C(=C\c2ccc(C)cc2)Sc2ccccc21	-4	6	6	-2	-1	14	0	0	1	-0.1
COc1cccc(C(=O)N[C@H](C(=O)N2CCC[C@H]2C(=O)NCc2ccccc2)C2CCCCC2)c1	0	5	-7	-2	-1	-7	-4	0	-2	-0.4
CC(C)CC(CO)N1CCN(C(=O)c2ccc(Cl)cc2)CCC1=O (centres undefined)	-2	5	5	11	8	-1	-4	-3	13	-0.9
